# Rv3671c inh – Rv3671c serine protease inhibitors, primary screen, biochemical, fluorescence polarization, M. tuberculosis H37Rv; P9WHR9; inhibition, % at 5.96 µM; hit rate 0.048% among 320,000; AID 2606, 2010; in the data active = inhibition above about 38%;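 also: extracellular domain of Rv3671c used as enzyme; 0% = enzyme with DMSO and 100% = no enzyme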
# GDH-TPI inh – GDH-TPI coupling enzyme inhibitors, primary screen, artefact control for M. tuberculosis FBA inhibitor project, biochemical, absorbance, full deck. GDH-TPI coupled enzyme counterscreen, NADH absorbance. inhibition, % at 4.8 µM. hit rate 1.2% among 360,000. AID 588335, 2011; in the data active = inhibition above about 30%;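 also: 0% = DMSO wells and 100% = wells lacking the enzyme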
# MazEF act – activators of E. coli MazEF toxin-antitoxin RNase, primary screen, biochemical, fluorescence, uHTS; FAM/BHQ RNA-DNA oligo cleavage fluorescence, 5 h; Endoribonuclease toxin MazF (Escherichia coli (strain K12)), P0AE70; hit rate 0.32% among 350,000; AID 504720, 2011; activation, % at 20 µM; in the data active = activation above about 50%
# Target sequence (P0AE70 whole entry, looked up): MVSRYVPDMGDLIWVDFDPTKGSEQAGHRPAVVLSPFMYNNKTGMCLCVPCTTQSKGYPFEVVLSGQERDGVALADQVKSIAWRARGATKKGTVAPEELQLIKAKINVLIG
# Mtb FBA inh – Mtb FBA enzyme inhibitors, primary screen, biochemical, fluorescence, strain H37Rv. purified M. tuberculosis FBA, fluorescence read-out. inhibition, % at 1 µM. hit rate 2.3% among 360,000; in the data active = inhibition above about 27%;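 also: 0% = vehicle and 100% = reference inhibitor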
# Target sequence (P9WQA3 whole entry, looked up): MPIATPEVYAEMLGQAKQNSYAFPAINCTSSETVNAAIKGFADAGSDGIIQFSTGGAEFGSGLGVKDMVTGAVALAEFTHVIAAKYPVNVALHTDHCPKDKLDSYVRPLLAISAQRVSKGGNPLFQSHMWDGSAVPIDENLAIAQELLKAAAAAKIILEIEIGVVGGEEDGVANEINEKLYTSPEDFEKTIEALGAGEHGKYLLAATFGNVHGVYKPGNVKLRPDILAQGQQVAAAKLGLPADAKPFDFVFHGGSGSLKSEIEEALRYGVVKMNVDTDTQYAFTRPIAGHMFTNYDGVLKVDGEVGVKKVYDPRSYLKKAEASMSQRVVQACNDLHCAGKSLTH
# PrPC TRFRET – inhibitors of human cell surface prion protein PrPC, primary screen, cell-based, TR-FRET | hit rate 0.43% among 370,000 | AID 720596, 2013 | Major prion protein (Homo sapiens), P04156 | TR-FRET read-out | inhibition, % at 13.8 µM; in the data active = inhibition above about 24%; also: 0% = median of the test wells and 100% = reference compound wells
# Mtb UGM inh – M. tuberculosis UGM enzyme inhibitors, primary screen, biochemical, fluorescence polarization, single point; UDP-galactopyranose mutase (Mycobacterium tuberculosis (strain ATCC 25618 / H37Rv)), …; purified UGM, fluorescence polarization probe displacement; inhibition, % at 10 µM; hit rate 0.06% among 320,000; in the data active = inhibition above about 10%, passing the limit was not always enough; inconclusive = no clear call, values can overlap the other calls
# Target sequence (P9WIQ1 whole entry, looked up): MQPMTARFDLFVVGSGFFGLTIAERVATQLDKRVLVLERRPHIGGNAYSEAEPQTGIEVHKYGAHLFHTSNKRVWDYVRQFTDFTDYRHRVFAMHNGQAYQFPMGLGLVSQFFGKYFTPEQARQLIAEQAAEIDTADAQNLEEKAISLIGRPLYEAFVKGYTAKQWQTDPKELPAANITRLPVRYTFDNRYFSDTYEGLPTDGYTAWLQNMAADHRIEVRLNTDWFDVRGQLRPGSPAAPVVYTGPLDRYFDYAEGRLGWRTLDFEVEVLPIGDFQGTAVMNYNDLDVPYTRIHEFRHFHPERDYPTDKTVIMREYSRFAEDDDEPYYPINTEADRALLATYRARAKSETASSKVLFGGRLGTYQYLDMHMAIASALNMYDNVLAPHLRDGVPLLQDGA
# BoNT-F LC inh – BoNT/F light chain protease inhibitors, primary screen, biochemical, flow cytometry, MLPCN library | hit rate 0.22% among 360,000 | AID 588497, 2011 | Multiplex microsphere protease cleavage assay | inhibition, % at 10 µM; in the data active = inhibition above about 35%, passing the limit was not always enough; inconclusive = no clear call, values can overlap the other calls; also: plate controls were buffer without enzyme for full effect and enzyme alone for no effect
# BioA inh – M. tuberculosis BioA enzyme inhibitors, primary screen, biochemical, plate reader, single point, HTS; 7,8-diaminopelargonic acid synthase BioA (Mycobacterium tuberculosis); purified M. tuberculosis BioA enzyme; inhibition, % at 9.99 µM; hit rate 0.096% among 360,000; in the data active = inhibition above about 40%; inconclusive = no clear call, values can overlap the other calls
# FadD28 FP inh – inhibitors of FadD28 bisubstrate probe binding, primary screen, biochemical, fluorescence polarization, single point; Mycobacterium tuberculosis FadD28 fatty-acid-AMP ligase; inhibition, % at 12.5 µM; hit rate 0.22% among 360,000; in the data active = inhibition above about 8.5%, passing the limit was not always enough; inconclusive = no clear call, values can overlap the other calls
# * marks the source's active call; other numbers are inactive results; u = inconclusive; x = no result given.
nr	smiles	Rv3671c inh	GDH-TPI inh	MazEF act	Mtb FBA inh	PrPC TRFRET	Mtb UGM inh	BoNT-F LC inh	BioA inh	FadD28 FP inh
1	O=C(O)c1cc(-c2ccccc2)n(-c2ccccc2)n1	8	-4	-1	-5	1	-1.1	-3	-0.6	-1.9
2	COc1cccc(CN2CCN(C(=O)Cc3ccccc3OC)CC2)c1	0	13	-5	1	-4	0.5	x	0.8	-1.6
3	O=S(=O)(Cc1ccccc1)CS(=O)(=O)Cc1ccccc1	x	11	2	5	-4	x	-4	-0.3	-1.9
4	CC(C)(C)c1ccc(C(=O)O)c(C(=O)c2ccccc2)c1	-1	1	-6	2	7	-1.2	5	x	1.8
5	COc1cc(C(=O)N/C(=C\c2cn(C)c3ccccc23)C(=O)N2CCN(C)CC2)cc(OC)c1OC	x	21	1	-3	-5	x	-2	-1.0	-0.7
6	CC1(C)C2([N+](=O)[O-])CN3CC1([N+](=O)[O-])CN(C2)C3C(O)C(O)C(O)CO (stereo not given)	-4	8	10	2	-11	2.6	-5	-2.8	0.6
7	CSc1ncccc1C(=O)OCC(=O)c1ccc(Cl)s1	x	19	-7	3	4	x	2	-2.3	-0.6
8	O=C1CN(C(=O)COC(=O)c2ccccc2O)c2ccccc2N1	6	-17	7	-5	5	-2.2	0	-0.6	-2.3
9	CCO[C@@H]1OC(C(=O)NCc2ccccc2)=C[C@H](c2ccc3c(c2)OCO3)[C@H]1CCCO	5	3	4	-2	5	-0.2	10	0.1	-4.3
10	N#CCC(=O)c1ccccc1Oc1ccc(Cl)cc1	-9	0	9	-1	-3	0.1	-3	x	-1.0
11	CCOc1cc(C(=O)NCC(C)(C)CNC(=O)c2cc(OCC)c(OCC)c(OCC)c2)cc(OCC)c1OCC	-14	-7	2	-1	16	-0.4	x	1.5	-0.4
12	O=C(Nc1cccc(NC(=O)c2ccc(Cl)cc2)n1)c1ccc(Cl)cc1	-1	1	-32	4	-3	-2.8	x	-1.4	-2.6
13	Nc1nc(CSc2ncccn2)nc(Nc2ccccc2)n1	9	10	1	2	-1	-1.6	-6	-7.0	-0.6
14	CCc1ccc(CN2C(=O)c3ccccc3C2C(=O)NCc2cccnc2)cc1 (stereo not given)	4	1	10	2	1	0.5	6	-0.1	-0.9
15	COC(=O)c1c(C)[nH]c(C(=O)NCCc2ccc(S(N)(=O)=O)cc2)c1C	4	-8	-5	-5	0	0.2	27	-1.6	-4.4
16	Clc1ccc(C2CC(c3cccs3)n3ncnc3N2)cc1 (stereo not given)	10	2	8	4	2	-0.8	x	-0.2	-0.7
17	COc1cccc(CC(=S)N2CCOCC2)c1	-7	-3	-7	-1	3	3.5	1	0.4	-3.0
18	CN1CCc2cc(O)c(O)cc2C(c2ccccc2)C1 (stereo not given)	5	10	7	6	-2	-1.7	-19	0.0	-2.0
19	Cn1c2ccccc2c2ncn(CCC3=CCCCC3)c(=O)c21	-9	9	-8	14	5	-0.7	-6	-1.4	-4.3
20	COc1ccc(COC(=O)CCNC(=O)c2ccc(Cl)cc2)cc1	-5	2	3	-1	9	-0.6	6	0.6	0.4
21	Cc1ccc(S(=O)(=O)N(C)CC(=O)Nc2ncccc2C)cc1	0	4	0	6	-2	1.8	2	-1.4	-0.1
22	CCCCCCCn1c(=O)c(C(=O)OC)c(N)c2ccccc21	-12	0	0	8	-4	-1.7	u	0.5	-7.6
23	COc1ccc2c(c1)CCc1c(C(=O)Nc3cc(C)n(Cc4ccc(Cl)cc4)n3)noc1-2	-1	15	-36	-2	-1	-0.3	-10	-7.7	-1.8
24	CC(CNC(=O)Cn1ccc(NC(=O)OCc2ccccc2)nc1=O)c1ccccc1 (stereo not given)	-7	3	2	3	8	2.5	-1	0.5	-3.2
25	O=[N+]([O-])c1cc(S(=O)(=O)N2CCOCC2)ccc1NS(=O)(=O)c1ccccc1	-4	4	8	-1	-8	0.1	-2	-1.5	0.7
26	COc1ccc(/C=N/Nc2cc(N3CCOCC3)ncn2)c(OC)c1	9	27	9	2	3	-1.6	-6	-0.8	1.3
27	O=C(Cn1c(=O)n(CCCCC(=O)NC2CCCC2)c(=O)c2ccccc21)NCCC1=CCCCC1	6	-4	-12	0	0	0.4	-2	-0.7	-3.4
28	COC1=Cc2c(ccc3ccc(=O)oc23)OC1(C)C	-15	10	-1	1	-12	7.5	-12	-0.3	-0.7
29	CCN(c1ccccc1)S(=O)(=O)c1cc2c(cc1C)n(C)c(=O)c(=O)n2C	-4	13	-4	3	4	2.8	-6	-0.9	-0.5
30	Cc1ccc(C)c(NC(=O)C2CCCC2)c1	5	0	7	0	8	2.9	-4	x	-1.6
31	COC(=O)c1cc(-c2c(C)nn(-c3ccccc3)c2C)n[nH]1	-5	9	0	0	-5	5.2	-3	16	-4.3
32	Cc1cccc(-n2[nH]c(C)c(C=Nc3ccc4[nH]c(=O)[nH]c4c3)c2=O)c1	-9	24	154*	-1	0	1.1	-8	0.2	0.9
33	COC(=O)Cn1cnc2c(Cl)nc(F)nc21	x	-9	-1	2	1	x	0	-0.9	-0.2
34	Cc1cc(OCC(=O)OCC(=O)c2c(N)n(C)c(=O)n(C)c2=O)ccc1Cl	-10	2	4	-1	2	1.7	x	0.6	-0.3
35	Cc1nn2c(N3CCN(C4CCCC4)CC3)cc(C(C)(C)C)nc2c1-c1ccccc1	0	-1	0	0	0	-4.8	-4	-0.8	-1.3
36	CCOC(=O)c1cnn(-c2ccc(F)cc2)c1N	0	-10	5	1	5	2.8	-8	x	-2.3
37	COc1ccccc1N1C(=O)[C@@H]2C(C(=O)CN3C(=O)c4ccccc4C3=O)=NN[C@@H]2C1=O	8	14	0	-1	-2	1.1	-1	-1.4	-0.7
38	COc1ccccc1C(CNC(=O)CN1C(=O)NC(C)(c2ccc3ccccc3c2)C1=O)N1CCCC1 (stereo not given)	x	5	6	0	-10	x	-3	-6.0	-2.3
39	COc1ccc2c(c1)c(=O)oc1cc3occ(C(C)(C)C)c3cc12	2	5	1	-1	-1	0.3	u	0.1	-2.4
40	Cc1cc(C(F)(F)F)nc(NNc2nc(C)cc(C(F)(F)F)n2)n1	x	2	7	4	0	x	-9	-0.2	-0.1

41) N[C@H](CO)Cc1ccccc1
42) Clc1ccsc1-c1ccc2ccccc2n1
43) Cc1cc(C)cc(OCC(=O)OCC(=O)N(CC(C)C)c2c(N)n(Cc3ccccc3)c(=O)[nH]c2=O)c1
44) OCCCNC(=S)Nc1ccc(Oc2ccccc2)cc1
45) Cc1cccc(-c2c3c(=O)n(C)c(=O)n(C)c3cn2CCO)c1
46) O=C(NCCC(=O)N1O[C@@H]2C=C[C@H]1C2)OCC1c2ccccc2-c2ccccc21
47) O=c1c2ccccc2nnn1CCN1CCOCC1
48) COCC(=O)NC1CCN(CC(=O)Nc2ccccc2[N+](=O)[O-])CC1
49) Cc1ccc(S(=O)(=O)Nc2ccc3c(c2)nc(CN2CCCC2)n3C)cc1
50) CSc1cccc(NC(=O)Nc2nc3c(C)cccc3s2)c1
compound no.	41	42	43	44	45	46	47	48	49	50
Rv3671c inh	x	3	-7	-2	5	x	12	0	-2	-98
GDH-TPI inh	5	15	-6	11	-6	-3	0	6	1	0
MazEF act	7	-4	2	3	3	-2	3	2	0	-38
Mtb FBA inh	5	3	-3	-5	1	-5	0	-1	1	-1
PrPC TRFRET	-5	3	2	4	3	6	-6	-18	-7	-3
Mtb UGM inh	x	2.3	-1.5	2.9	2.7	x	-3.8	-0.8	-3.3	-1.7
BoNT-F LC inh	10	-44	9	-3	-2	0	0	-2	22	6
BioA inh	-0.3	-2.1	-0.4	1.2	-1.2	-1.5	x	x	x	-1.0
FadD28 FP inh	2.6	-1.0	-1.0	-1.4	-2.8	-3.7	-2.1	-0.9	-0.7	-1.2

# From entry 41 as far as 46, copied from above:
41) N[C@H](CO)Cc1ccccc1
42) Clc1ccsc1-c1ccc2ccccc2n1
43) Cc1cc(C)cc(OCC(=O)OCC(=O)N(CC(C)C)c2c(N)n(Cc3ccccc3)c(=O)[nH]c2=O)c1
44) OCCCNC(=S)Nc1ccc(Oc2ccccc2)cc1
45) Cc1cccc(-c2c3c(=O)n(C)c(=O)n(C)c3cn2CCO)c1
46) O=C(NCCC(=O)N1O[C@@H]2C=C[C@H]1C2)OCC1c2ccccc2-c2ccccc21
compound no.	41	42	43	44	45	46
Rv3671c inh	x	3	-7	-2	5	x
GDH-TPI inh	5	15	-6	11	-6	-3
MazEF act	7	-4	2	3	3	-2
Mtb FBA inh	5	3	-3	-5	1	-5
PrPC TRFRET	-5	3	2	4	3	6
Mtb UGM inh	x	2.3	-1.5	2.9	2.7	x
BoNT-F LC inh	10	-44	9	-3	-2	0
BioA inh	-0.3	-2.1	-0.4	1.2	-1.2	-1.5
FadD28 FP inh	2.6	-1.0	-1.0	-1.4	-2.8	-3.7

# Next section:
51) COC(=O)C1=C(c2ccc(-c3ccccc3)c(F)c2)C[C@@H]2CC[C@H]1N2C(=O)NCc1cc(C)oc1C(F)(F)F
52) CCOC(=O)C1(CCOc2ccccc2)CCN(Cc2cnc(C)s2)CC1
53) COc1ccc(/C=N/NC(=O)CN2CCCC2)cc1
54) O=C(NCC1CCCO1)c1ccccc1NS(=O)(=O)c1cccc([N+](=O)[O-])c1 (stereo not given)
55) CCOC(=O)c1ccc(N/C=C/C(=O)c2ccc(OC)cc2)cc1
56) CCC1Sc2ccc(S(=O)(=O)CCC(=O)NCc3cccs3)cc2NC1=O (stereo not given)
57) COc1cc(C2NC(=O)CS2)cc(OC)c1OC (stereo not given)
58) COc1cc(O)oc1C=Nc1ccc(Cl)cc1
59) COCc1cc(=O)[nH]c(/N=C(\N)Nc2cccc(Cl)c2)n1
60) O=C(CCN1CCCO1)N1CCCC(Nc2cccc(F)c2)C1 (stereo not given)
61) Cc1cc(=O)oc2cc(OCC(=O)NC3CCCC3)ccc12
62) CCCNC(=O)C1(C)CCCN(C(=O)c2cccc(C(F)(F)F)c2)C1 (stereo not given)
63) Cc1cc(NC(=O)c2cc(CC(C)C)on2)n(-c2ccccc2)n1
compound no.	51	52	53	54	55	56	57	58	59	60	61	62	63
Rv3671c inh	-14	-6	-3	-10	-4	-5	8	-18	-4	x	4	x	-2
GDH-TPI inh	11	-10	6	11	6	10	-1	13	8	-4	-9	-1	16
MazEF act	-4	3	5	-3	3	6	4	9	16	5	1	x	4
Mtb FBA inh	1	-1	1	1	2	3	2	-3	4	-1	16	0	-2
PrPC TRFRET	1	1	-2	-14	5	3	-4	10	-3	-2	0	3	-5
Mtb UGM inh	1.1	3.0	0.7	0.1	0.7	0.9	-2.8	-2.5	2.6	x	1.3	x	0.9
BoNT-F LC inh	-9	-3	u	-2	-24	-1	-1	0	-1	-7	-5	-1	-9
BioA inh	-1.3	x	-0.3	-1.4	-0.5	x	x	-0.3	x	x	-1.6	0.2	-1.3
FadD28 FP inh	-1.6	-4.1	-2.4	-0.5	-2.3	0.8	0.5	-0.1	-1.0	-4.2	-3.2	0.6	-0.3

# Screens: PubChem, several laboratories

# The order is random. About 4.8% of those tested had a hit in this group.
